IDH1 mut inh: IDH1 R132H (human) inhibition. AID 624101. IDH1 R132H reductase, diaphorase/resazurin fluorescence, 60 min. hit rate 0.18% among 70,000. inhibition, % at 10 µM; in the data active = inhibition above about 34%;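 note: 0% = DMSO and 100% = no enzyme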
Target sequence (O75874 whole entry R132H): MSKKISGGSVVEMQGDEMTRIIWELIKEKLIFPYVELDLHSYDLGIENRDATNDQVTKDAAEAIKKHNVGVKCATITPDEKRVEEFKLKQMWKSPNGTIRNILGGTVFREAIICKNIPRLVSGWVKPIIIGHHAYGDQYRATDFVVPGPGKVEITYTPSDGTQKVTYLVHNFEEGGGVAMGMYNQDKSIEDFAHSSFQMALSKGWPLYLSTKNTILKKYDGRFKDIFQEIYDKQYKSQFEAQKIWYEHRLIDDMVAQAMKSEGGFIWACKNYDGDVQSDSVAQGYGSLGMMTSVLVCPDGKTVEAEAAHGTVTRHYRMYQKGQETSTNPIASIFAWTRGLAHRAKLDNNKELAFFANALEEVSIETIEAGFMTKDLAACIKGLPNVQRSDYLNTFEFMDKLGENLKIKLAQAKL
PRC2 inh: inhibitors of human EZH2/PRC2 methyltransferase | Q15910 | PRC2 H3K27 methylation, DELFIA TRF, 1 h | inhibition, % at 12.5 µM | hit rate 0.35% among 57,000 | AID 651548;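 active = mean inhibition of replicates at least 50% and every single replicate also reaching 50%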;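 note: dimethyl H3K27 on biotinylated H3 21-44 peptide detected by antibody; plate controls were median neutral control wells for no effect and median positive control wells for full effect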
* = called active by the depositor; . = not tested or not shown. Not all compounds are listed; rates above refer to the full screens.

SMILES	IDH1 mut inh	PRC2 inh
COc1ccccc1CNC(=O)C[C@H]1C[C@@H]2c3cc(NC(=O)C4CCOCC4)ccc3O[C@@H]2[C@H](CO)O1	-0.2	-6
CN(C)C(=O)c1ccc(-c2cccc(-c3nc(C(=O)NCc4ccccc4)cc4c3[C@@H](CCO)N([S@](=O)C(C)(C)C)C4)c2)cc1	0.3	-4
CC(=O)CCCCCCCc1[nH]c2ccccc2c(=O)c1O[C@@H]1O[C@H](CO)[C@@H](O)[C@H](O)[C@H]1O	-0.1	.
CN1Cc2cc3c(cc2CCC(=O)c2cc4c(cc2C1)OCO4)OCO3	0.4	.
C[C@H](CO)N1C[C@H](C)[C@H](CN(C)C(=O)Nc2ccccc2)Oc2ccc(NC(=O)Cc3ccccc3)cc2C1=O	0.2	-10
O=C(N[C@H]1CC[C@H](CCn2cc(C3(O)CCCC3)nn2)O[C@H]1CO)C1CCOCC1	-0.4	11
Cn1cnc(S(=O)(=O)N[C@@H]2C=C[C@H](CC(=O)NCC3CCCCC3)O[C@@H]2CO)c1	0.0	-3
CC(C)NC(=O)Nc1ccc2c(c1)CC(=O)N([C@H](C)CO)C[C@H](C)[C@H](CN(C)C(=O)NC1CCCCC1)O2	.	6
C[C@H](CO)N1C[C@H](C)[C@@H](CN(C)Cc2ccc(Oc3ccccc3)cc2)Oc2c(NC(=O)C3CCOCC3)cccc2C1=O	-2.2	-17
C[C@@H]1CN([C@@H](C)CO)C(=O)c2cc(NS(=O)(=O)c3cn(C)cn3)ccc2O[C@@H](C)CCCCO[C@@H]1CN(C)C(=O)CCC(F)(F)F	-0.6	.
CCn1c(SCC(=O)N2CCc3ccccc32)nnc1-c1c[nH]c2ccccc12	1.2	3
C[C@@H]1CCCCO[C@H](CN(C)S(=O)(=O)c2ccccc2)[C@H](C)CN([C@H](C)CO)C(=O)c2cc(NC(=O)Cc3ccccc3)ccc2O1	1.5	.
CO[C@H]1CN(C)C(=O)c2cc(NC(=O)C3CC3)ccc2OC[C@@H](C)N(C(=O)C2CCOCC2)C[C@H]1C	-0.1	9
COc1ccc(S(=O)(=O)N(C)C[C@@H]2OCCCC[C@H](C)Oc3ccc(NC(=O)Cc4ccccc4)cc3C(=O)N([C@H](C)CO)C[C@H]2C)cc1	0.3	.
O=c1cc(-c2ccc(O)c(O)c2)c2c(O[C@@H]3O[C@H](CO)[C@@H](O)[C@H](O)[C@H]3O)cc(O)cc2o1	-0.8	.
C[C@@H]1CN([C@H](C)CO)S(=O)(=O)c2ccc(C#C[C@@H](C)O)cc2O[C@H]1CN(C)Cc1ccc(-c2ccccc2)cc1	.	7
C[C@@H]1CN([C@@H](C)CO)S(=O)(=O)c2ccc(/C=C/c3ccccc3)cc2O[C@H]1CN(C)C	-0.7	-3
CCCC#Cc1ccc2c(c1)O[C@@H](CN(C)C(=O)Nc1ccccc1F)[C@H](C)CN([C@H](C)CO)S2(=O)=O	2.8	-4
C[C@H](CO)N1C[C@H](C)[C@@H](CN(C)Cc2ccc(Oc3ccccc3)cc2)Oc2ccc(NC(=O)CCCN(C)C)cc2C1=O	-0.4	-24
C[C@@H]1CN([C@@H](C)CO)C(=O)c2cc(NS(C)(=O)=O)ccc2O[C@@H](C)CCCCO[C@H]1CN(C)C(=O)CCC(F)(F)F	-1.4	-1
C[C@H](CO)N1C[C@H](C)[C@@H](CN(C)S(=O)(=O)c2cn(C)cn2)Oc2ccc(NC(=O)Nc3ccc(F)cc3)cc2C1=O	-2.0	.
Cc1ccc(S(=O)(=O)Nc2ccc3c(c2)CC(=O)N([C@@H](C)CO)C[C@H](C)[C@@H](CN(C)Cc2ccc(C(=O)Nc4ccccc4N)cc2)O3)cc1	-0.2	-23
COCC#Cc1cnc2c(c1)C(=O)N([C@@H](C)CO)C[C@H](C)[C@H](CN(C)S(=O)(=O)c1ccccc1)O2	0.1	-2
Nc1ncnc(NCCN2CCOCC2)c1[N+](=O)[O-]	0.7	-11
C[C@@H]1CCCCO[C@H](CN(C)C(=O)Cc2ccccc2)[C@@H](C)CN([C@H](C)CO)C(=O)c2cc(NC(=O)Nc3ccc(F)cc3)ccc2O1	2.0	.
C[C@H](CO)N1C[C@H](C)[C@H](CN(C)Cc2ccccc2)Oc2ncc(-c3cc4ccccc4o3)cc2C1=O	0.9	.
N#CC(C#N)=C(N)/C(C#N)=C/c1cc(O)c(O)c(O)c1	9.1	28
CNC[C@H]1Oc2ncc(-c3cccc(C(=O)N(C)C)c3)cc2C(=O)N([C@H](C)CO)C[C@@H]1C	-0.3	1
C[C@H]1CN([C@@H](C)CO)C(=O)c2cc(/C=C/c3ccccc3)cnc2O[C@H]1CN(C)C(=O)Cc1cccnc1	0.3	-2
C[C@H]1CCCCO[C@H](CN(C)C(=O)CCC(F)(F)F)[C@@H](C)CN([C@@H](C)CO)C(=O)c2cc(NC(=O)NC3CCCCC3)ccc2O1	-1.9	.
CCCN(C)C[C@H]1OCCCC[C@@H](C)Oc2ccc(NC(=O)CCC(F)(F)F)cc2C(=O)N([C@H](C)CO)C[C@H]1C	.	10
CC(C)Oc1ccccc1-c1nc(SCC(N)=O)n[nH]1	0.2	6
Cc1ccc(-c2cnc3c(c2)C(=O)N([C@@H](C)CO)C[C@@H](C)[C@@H](CN(C)C(=O)CN(C)C)O3)cc1	-1.6	-3
C[C@@H]1CN([C@@H](C)CO)C(=O)CCCn2nncc2CO[C@H]1CN(C)C(=O)OCc1ccccc1	1.5	3
CO[C@H](CN(C)S(=O)(=O)c1cn(C)cn1)[C@H](C)CN(C(=O)Nc1ccc(F)cc1)[C@H](C)CO	0.0	-9
COCC(=O)Nc1ccc2c(c1)OC[C@@H](C)N(C(=O)Cc1cccnc1)C[C@H](C)[C@H](OC)CN(C)C2=O	0.2	5
C[C@H](CO)N1C[C@H](C)[C@H](CN(C)C(=O)Nc2ccccc2)Oc2ccc(NC(=O)Cc3cn(C)c4ccccc34)cc2CC1=O	.	-7
COc1ccc(S(=O)(=O)N[C@H]2C=C[C@@H](CC(=O)NCCc3ccccc3)O[C@@H]2CO)cc1	-0.4	6
COc1cccc(S(=O)(=O)N[C@@H]2CC[C@@H](CC(=O)NCc3ccncc3)O[C@@H]2CO)c1	0.5	5
C/C=C/c1cnc2c(c1)C(=O)N([C@H](C)CO)C[C@H](C)[C@H](CN(C)C(=O)c1ccc3c(c1)OCO3)O2	5.1	.

Another view of some results above:
Results follow in this order: IDH1 mut inh, PRC2 inh
- CNC[C@H]1Oc2ncc(-c3cccc(C(=O)N(C)C)c3)cc2C(=O)N([C@H](C)CO)C[C@@H]1C
    -0.3, 1
- C[C@H]1CN([C@@H](C)CO)C(=O)c2cc(/C=C/c3ccccc3)cnc2O[C@H]1CN(C)C(=O)Cc1cccnc1
    0.3, -2
- C[C@H]1CCCCO[C@H](CN(C)C(=O)CCC(F)(F)F)[C@@H](C)CN([C@@H](C)CO)C(=O)c2cc(NC(=O)NC3CCCCC3)ccc2O1
    -1.9, .
- CCCN(C)C[C@H]1OCCCC[C@@H](C)Oc2ccc(NC(=O)CCC(F)(F)F)cc2C(=O)N([C@H](C)CO)C[C@H]1C
    ., 10
- CC(C)Oc1ccccc1-c1nc(SCC(N)=O)n[nH]1
    0.2, 6
- Cc1ccc(-c2cnc3c(c2)C(=O)N([C@@H](C)CO)C[C@@H](C)[C@@H](CN(C)C(=O)CN(C)C)O3)cc1
    -1.6, -3
- C[C@@H]1CN([C@@H](C)CO)C(=O)CCCn2nncc2CO[C@H]1CN(C)C(=O)OCc1ccccc1
    1.5, 3
- CO[C@H](CN(C)S(=O)(=O)c1cn(C)cn1)[C@H](C)CN(C(=O)Nc1ccc(F)cc1)[C@H](C)CO
    0.0, -9
- COCC(=O)Nc1ccc2c(c1)OC[C@@H](C)N(C(=O)Cc1cccnc1)C[C@H](C)[C@H](OC)CN(C)C2=O
    0.2, 5
- C[C@H](CO)N1C[C@H](C)[C@H](CN(C)C(=O)Nc2ccccc2)Oc2ccc(NC(=O)Cc3cn(C)c4ccccc34)cc2CC1=O
    ., -7
- COc1ccc(S(=O)(=O)N[C@H]2C=C[C@@H](CC(=O)NCCc3ccccc3)O[C@@H]2CO)cc1
    -0.4, 6
- COc1cccc(S(=O)(=O)N[C@@H]2CC[C@@H](CC(=O)NCc3ccncc3)O[C@@H]2CO)c1
    0.5, 5

The list goes on.
SMILES	IDH1 mut inh	PRC2 inh
C[C@H](CO)N1C[C@H](C)[C@H](CN(C)S(C)(=O)=O)Oc2ccc(NC(=O)Nc3cccc4ccccc34)cc2CC1=O	.	0
COc1ccc([N+](=O)[O-])cc1NC(=O)c1ccccc1OCC(=O)Nc1cccc(C)c1	0.0	1
CCCNC(=O)C[C@H]1C[C@H]2c3cc(NS(=O)(=O)c4ccccc4)ccc3O[C@H]2[C@H](CO)O1	-2.3	-6
C[C@@H]1CN([C@@H](C)CO)S(=O)(=O)c2ccc(/C=C/c3ccccc3)cc2O[C@@H]1CN(C)Cc1ccccc1	0.1	20
CO[C@H]1CN(C)C(=O)c2ccc(NC(=O)C3CC3)cc2OC[C@H](C)N(Cc2cncnc2)C[C@H]1C	0.4	1
CNC[C@@H]1Oc2c(N)cccc2C(=O)N([C@@H](C)CO)C[C@H]1C	4.6	5
CC(C)NC(=O)Nc1cccc2c1O[C@H](CN(C)C(=O)Nc1ccc3c(c1)OCO3)[C@H](C)CN([C@H](C)CO)C2=O	1.7	.
CC(=O)N(C)C[C@@H]1Oc2cc(-c3cccnc3)ccc2S(=O)(=O)N([C@H](C)CO)C[C@H]1C	-1.9	-3
COc1cccc2cc(-c3nnc(SCC(=O)c4ccccc4)n3C)oc12	0.0	2
O=C(Nc1ccc2c(c1)OCO2)N[C@H]1CC[C@H](CCNC(=O)C2CCOCC2)O[C@H]1CO	0.2	2
COCCNC(=O)C[C@@H]1C[C@@H]2c3cc(NC(=O)Nc4ccccc4)ccc3O[C@@H]2[C@@H](CO)O1	-0.1	5
C[C@@H]1CN([C@H](C)CO)C(=O)c2ccccc2-c2ccccc2CO[C@@H]1CN(C)Cc1cccnc1	0.3	1
C[C@H]1CN([C@@H](C)CO)S(=O)(=O)c2ccc(-c3cccnc3)cc2O[C@H]1CN(C)C(=O)C1CCCCC1	.	1
COc1ccc(NC(=O)Cn2cnc3sc(-c4ccccc4)cc3c2=O)cc1	0.1	6
CO[C@@H]1CN(C)C(=O)c2cc(NC(C)=O)ccc2OC[C@H](C)N(C(=O)Cc2ccccn2)C[C@H]1C	0.1	9
CCCC(=O)Nc1ccc2c(c1)C(=O)N(C)C[C@@H](OC)[C@H](C)CN(C(=O)c1cccnc1)[C@@H](C)CO2	-0.2	4
C[C@@H]1CN([C@@H](C)CO)C(=O)c2ccccc2-c2ccccc2CO[C@H]1CN(C)C(=O)CCC(F)(F)F	.	12
Cc1ccc(S(=O)(=O)Nc2ccc3c(c2)C(=O)N([C@H](C)CO)C[C@@H](C)[C@H](CN(C)C(=O)Nc2ccc(C(F)(F)F)cc2)OCCCC[C@H](C)O3)cc1	1.4	.
COc1ccc(S(=O)(=O)N(C)C[C@H]2OCCCC[C@@H](C)Oc3ccc(NC(=O)c4ccncc4)cc3C(=O)N([C@@H](C)CO)C[C@@H]2C)cc1	0.2	.
Cc1ccc(S(=O)(=O)NCC[C@@H]2CC[C@H](NS(=O)(=O)c3ccccc3Cl)[C@@H](CO)O2)cc1	0.2	-5
CO[C@@H]1CN(C)C(=O)c2ccc(NC(=O)C3CCOCC3)cc2OC[C@@H](C)N(Cc2nccs2)C[C@@H]1C	0.7	2
C[C@@H]1CN([C@H](C)CO)C(=O)c2cc(NC(=O)C3CCCCC3)ccc2O[C@@H]1CN(C)C(=O)NC1CCCCC1	0.2	5
C[C@@H]1CN([C@@H](C)CO)C(=O)Cc2cc(NC(=O)Cc3ccccc3)ccc2O[C@H]1CN(C)Cc1ccc(-c2ccccc2)cc1	-1.4	.
COc1ccc(-n2nc3cc(C)c(NC(=S)NC(=O)COc4cccc(C)c4)cc3n2)cc1Cl	-0.1	-13
O=C(C[C@@H]1CC[C@@H](NC(=O)c2ccc3c(c2)OCO3)[C@H](CO)O1)NCc1ccc(F)cc1	-0.1	-1
C/C=C/c1cnc2c(c1)C(=O)N([C@H](C)CO)C[C@@H](C)[C@@H](CN(C)C(=O)Cc1ccccc1)O2	0.4	7
COc1ccc(NC(=O)Nc2ccc3c(c2)[C@H]2C[C@H](CC(=O)NCC(F)(F)F)O[C@H](CO)[C@H]2O3)cc1	2.5	9
C[C@@H]1CN([C@H](C)CO)C(=O)c2cc(NC(=O)Cc3ccccc3)ccc2O[C@@H](C)CCCCO[C@@H]1CN(C)C	0.5	7
CO[C@@H](CN(C)S(=O)(=O)c1cccc(Cl)c1)[C@H](C)CN([C@@H](C)CO)S(=O)(=O)c1cccc(Cl)c1	-0.7	17
CC(C)c1cn(CC[C@@H]2CC[C@H](NS(=O)(=O)c3ccccc3)[C@H](CO)O2)nn1	0.2	4
O=C(N[C@H]1CC[C@H](CCNC(=O)C2CCCC2)O[C@H]1CO)c1ccccn1	-0.3	1
C[C@@H]1CN([C@H](C)CO)S(=O)(=O)c2ccc(-c3ccc(C#N)cc3)cc2O[C@H]1CN(C)C	0.6	-11
COc1cc([N+](=O)[O-])ccc1NC(=O)CN1CCOCC1	0.3	-8
COc1ccc(OC)c(NC(=O)COc2ccc(C(=O)Nc3ccc(C)cc3)cc2)c1	0.2	1
C[C@H]1CN([C@@H](C)CO)C(=O)c2cc(NC(=O)CCC(F)(F)F)ccc2O[C@@H]1CN(C)Cc1ccc(C(=O)O)cc1	0.0	-13
COCCNC(=O)C[C@@H]1CC[C@H](NS(=O)(=O)c2ccc(C)cc2)[C@@H](CO)O1	0.3	6
Cc1ccc(S(=O)(=O)N[C@H]2CC[C@@H](CCNC(=O)C3CC3)O[C@@H]2CO)cc1	-0.1	3
C[C@H]1CN([C@@H](C)CO)C(=O)c2cc(NC(=O)CCC(F)(F)F)ccc2O[C@H]1CN(C)C(=O)Nc1cccc2ccccc12	0.9	-15
C/C=C/c1cnc2c(c1)C(=O)N([C@H](C)CO)C[C@H](C)[C@@H](CN(C)Cc1ccc(F)cc1)O2	-0.4	3

Screening data as filed in PubChem BioAssay.
